Rpn11 block: blocks the human proteasome subunit Rpn11 | human 26S proteasome, Ub4-pepOG fluorescence polarization; 20S core pre-blocked with epoxomicin | actives 0.59% (n = 360,000) | calls only at 20 µM | O00487;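 active = inhibition at 20 µM, scaled to each plate's controls, above about 33%, limit read from the data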
Target sequence (O00487 whole entry, looked up): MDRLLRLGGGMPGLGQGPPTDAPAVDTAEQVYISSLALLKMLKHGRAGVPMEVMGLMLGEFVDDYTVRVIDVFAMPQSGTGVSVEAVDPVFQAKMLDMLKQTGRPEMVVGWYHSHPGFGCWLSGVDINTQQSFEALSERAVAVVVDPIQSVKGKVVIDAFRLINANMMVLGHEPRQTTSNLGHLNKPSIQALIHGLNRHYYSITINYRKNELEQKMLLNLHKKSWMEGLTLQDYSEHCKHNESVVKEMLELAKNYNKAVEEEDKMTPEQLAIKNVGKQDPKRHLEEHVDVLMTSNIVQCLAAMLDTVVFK
MsrA act: bovine methionine sulfoxide reductase A activation; purified bovine MsrA, absorbance read-out; activation, % at 10.6 µM; actives 0.3% (n = 360,000); AID 602163; in the data active = activation above about 7.5%;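 also: 0% = vehicle and 100% = reference activator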
eLon inh: inhibitors of E. coli Lon protease | P0A9M0 | purified E. coli Lon protease, fluorescence polarization | inhibition, % at 7.94 µM | actives 0.42% (n = 360,000); in the data active = inhibition above about 13%, passing the limit was not always enough;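 also: 0% = enzyme with probe and DMSO and 100% = no enzyme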
Target sequence (P0A9M0 whole entry, looked up): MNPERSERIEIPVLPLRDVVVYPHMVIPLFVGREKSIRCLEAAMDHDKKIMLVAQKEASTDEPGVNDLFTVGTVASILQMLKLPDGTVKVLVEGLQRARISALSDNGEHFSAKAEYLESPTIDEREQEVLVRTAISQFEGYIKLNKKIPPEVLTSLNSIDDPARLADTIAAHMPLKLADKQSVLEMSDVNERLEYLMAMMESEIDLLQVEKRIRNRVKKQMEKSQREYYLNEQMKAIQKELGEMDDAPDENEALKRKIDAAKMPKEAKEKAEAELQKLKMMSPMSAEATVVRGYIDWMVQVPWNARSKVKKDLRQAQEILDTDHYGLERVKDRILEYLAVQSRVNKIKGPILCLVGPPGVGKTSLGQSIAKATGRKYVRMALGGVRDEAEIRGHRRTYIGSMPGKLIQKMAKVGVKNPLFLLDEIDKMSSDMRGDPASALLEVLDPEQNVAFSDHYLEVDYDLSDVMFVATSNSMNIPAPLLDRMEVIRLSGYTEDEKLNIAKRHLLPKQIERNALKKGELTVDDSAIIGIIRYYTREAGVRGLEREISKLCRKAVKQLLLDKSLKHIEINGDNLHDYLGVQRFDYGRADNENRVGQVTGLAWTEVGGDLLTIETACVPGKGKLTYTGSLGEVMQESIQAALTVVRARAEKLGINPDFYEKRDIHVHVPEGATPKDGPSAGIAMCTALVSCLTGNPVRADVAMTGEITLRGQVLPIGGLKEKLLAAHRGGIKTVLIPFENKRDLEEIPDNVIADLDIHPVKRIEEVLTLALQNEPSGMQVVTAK
Rin1 Abl inh: inhibitors of human Rin1-Abl protein interaction | TR-FRET Rin1/Abl binding, biochemical | inhibition, % at 7.35 µM | actives 0.4% (n = 360,000); in the data active = inhibition above about 5%, passing the limit was not always enough
MT1-MMP act inh: blocks activation of human MT1-MMP; actives 0.061% (n = 360,000); GFP/RFP ratio change, % at 20 µM; HT1080 RFP-PRO-GFP cells, GFP/RFP ratio fluorescence, overnight; percent of plate control window, DMSO zero; AID 651647; P50281;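 active = GFP/RFP ratio change of at least 30% with cell ATP level not reduced by more than half and red fluorescence within 50% of control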; also: strong numbers were not always called active
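Assay system: HT1080 RFP-PRO-GFP cells | Dosing: 20 µM single dose, 1% DMSO | Incubation: Cells overnight before dosing, compound overnight, 37 °C, 5% CO2 | Evaluation: GFP/RFP fluorescence ratio | Control set: DMSO-only wells and HT1080 RFP-L50D-GFP cell wells as references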
FAS-TE inh: FAS thioesterase (human) inhibition. P49327. recombinant FAS-TE, OMFH fluorogenic substrate, fluorescence endpoint. inhibition, % at 15 µM. actives 0.67% (n = 360,000). AID 602261;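 active = compounds whose normalised, plate-corrected inhibition of enzyme fluorescence in the single-dose primary screen is 50% or more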;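 also: 0% = DMSO with enzyme and 100% = substrate without enzyme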
MsrA inhibitor: inhibits bovine methionine sulfoxide reductase A; purified bovine MsrA, absorbance read-out; inhibition, % at 15.5 µM; actives 0.75% (n = 360,000); AID 651718; in the data active = inhibition above about 4.5%;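 also: 0% = vehicle wells with enzyme and 100% = reference inhibitor wells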
MLLE-PAM2 inh: inhibitors of microRNA-mediated deadenylation, human PABP1 MLLE binding | inhibition, % at 20 µM | GST-MLLE / FITC-PAM2 fluorescence polarization | AID 588489 | actives 0.36% (n = 360,000); in the data active = inhibition above about 35%, passing the limit was not always enough;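 also: plate controls were DMSO wells with GST-MLLE for no effect and wells lacking GST-MLLE protein for full effect; some results filed as inactive read as strong as hits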
CSN inh: CSN deneddylation inhibition; Q92905; Purified CSN, SCF-Nedd8-OG deneddylation, fluorescence polarization; inhibition, % at 12.5 µM; actives 0.38% (n = 360,000); AID 651999;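 active = pattern-corrected inhibition above about 35%, with an unprinted fluorescence ratio check between 0.5 and 1.5, limit read from the data, passing the limit was not always enough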;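 also: 0% = enzyme with substrate and 100% = substrate without enzyme; some results filed as inactive read as strong as hits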
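Assay system: HEK293T-derived human Csn5 enzyme; quantity: 0.24 nM enzyme; medium: Tris/NaCl/DTT buffer, pH 7.5; also added: substrate SCFSkp2-Nedd8OG, 10 nM; doses: 12.5 µM compound; schedule: 90 min reaction at room temperature; signal: FP; read-out: % inhibition of substrate cleavage by Csn5; benchmarks: substrate-only high control, full reaction low control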
* = called active by the depositor; i = inactive; x = no result given.

SMILES	Rpn11 block	MsrA act	eLon inh	Rin1 Abl inh	MT1-MMP act inh	FAS-TE inh	MsrA inhibitor	MLLE-PAM2 inh	CSN inh
CC(C)C(=O)NC(=S)Nc1ccccc1C(=O)NC1CCCCC1	i	-2.0	-18.9	-1.6	2.3	-7.5	0.9	8.8	-12.3
CCCC(=O)N1CCC1(C)C(=O)Nc1cccc(OC(C)C)c1 (configuration not stated)	i	-2.4	-3.2	2.7	-2.7	-5.0	0.2	25.6	-3.4
COC(=O)CCC(=O)NN1C(=O)c2ccccc2C1=O	i	-4.9	7.6	2.8	-1.3	-2.3	-0.8	-8.7	-7.1
O=C1CC(C(=O)N(c2cccc(F)c2)C(C(=O)NC2CCCC2)c2ccccn2)CS1 (configuration not stated)	i	0.7	1.0	-0.2	-2.8	-3.9	1.5	21.2	-1.8
O=C(NCc1ccccn1)c1cc(-c2ccc(Cl)cc2)nc2ccccc12	i	-2.8	-2.6	0.1	-4.8	12.0	0.3	9.0	2.1
O=C(NC(=S)N1CCN(Cc2ccccc2)CC1)c1cccnc1	i	0.1	5.3	-2.8	-1.5	-10.2	3.0	-22.3	3.0
N=c1oc2ccccc2cc1-c1nc2ccccc2c(=O)[nH]1	i	-2.3	-4.3	-2.5	-5.5	-1.6	0.3	-40.4	6.8
C[C@@H]1CN([C@H](C)CO)C(=O)CCCn2nncc2CO[C@@H]1CN(C)S(=O)(=O)c1ccc(Cl)cc1	i	-1.5	-7.2	0.2	0.5	-9.2	0.9	-0.7	5.2
COc1ccccc1NC(=O)c1cc2c(CO)cnc(C)c2oc1=Nc1ccc(OC)c(OC)c1	i	1.7	2.5	-0.2	3.3	0.1	0.5	3.9	-0.9
Cc1cccc(C(=O)Nc2c3c(nn2C(C)(C)C)CS(=O)(=O)C3)c1	i	-6.9	-0.3	-0.2	1.1	-2.8	-0.6	7.9	1.6
COCCCNC(=S)NNC(=O)c1cc(-c2cccnc2)nc2ccccc12	i	0.1	-0.6	-3.8	-5.7	-7.1	0.3	-22.0	-4.1
COc1ccc(N2CCN(C(CNC(=O)c3ccco3)c3cccnc3)CC2)cc1 (configuration not stated)	i	1.8	1.3	-2.4	1.2	-9.0	-0.2	1.7	0.3
CCCCn1c(=O)[nH]c(=O)c2c1nc(-c1ccc3ccccc3c1)n2CC	i	-11.8	3.4	5.3	0.8	-2.2	-1.6	0.8	-12.4
CCCc1cc(=O)oc2cc(OC(C)C(=O)NCC3CCC(C(=O)O)CC3)ccc12 (configuration not stated)	i	-2.4	3.0	1.9	-1.7	-6.4	3.0	3.5	0.7
C[C@@H]1CN([C@H](C)CO)S(=O)(=O)c2ccc(C#CC3CCCC3)cc2O[C@H]1CN(C)C(=O)Cc1ccccc1	i	-0.5	0.8	-0.9	-13.3	30.0	-0.7	-30.3	-0.8
COc1cc(C=O)ccc1OCCSc1ccc(Cl)cc1	i	-2.1	3.5	2.5	-1.2	27.0	0.5	-2.6	4.9
O=C(CCC(=O)c1cccs1)NC(c1ccccc1)c1ccccc1	i	-3.9	-4.0	-0.8	1.7	7.3	-0.3	0.4	2.4
CCOC(=O)N1CCN(C(=O)CSc2ccc3nnc(-c4ccccn4)n3n2)CC1	i	-2.0	1.0	-1.0	0.1	-1.7	-1.7	0.1	-0.8
COc1ccc(-c2nc3cc(C)c(Br)c(C)n3c2Cc2ccsc2)cc1OC	x	-10.8	-4.2	x	0.7	13.9	1.4	x	10.7
Cn1c(=O)n(Cc2ccccc2)c(=O)c2c1nc1n2CCCN1Cc1ccccc1	i	-5.5	4.4	-0.8	10.2	12.8	-1.1	-5.8	2.9
COc1cccc(CNc2ccc(S(N)(=O)=O)cc2)c1OCc1ccccc1F	i	-2.3	4.6	0.9	-2.9	6.1	1.9	4.3	-11.7
O=C(CCSc1nc(-c2ccccc2)c(-c2ccccc2)o1)N1CCCCC1	i	-1.6	-3.1	3.5	3.5	22.7	0.2	-45.1	-2.5
O=C1C2C3CCC(C3NCc3ccccc3)C2C(=O)N1Cc1ccccc1 (configuration not stated)	i	0.6	-2.1	-0.5	0.0	14.2	-0.7	0.4	-2.9
O=C(CSc1ncccn1)Nc1ccccc1	i	-1.1	-2.3	0.6	4.1	-4.0	-0.3	-26.8	-6.5
CCN(CC)CCCNC(=O)CSc1nc(-c2cccs2)cc(C(F)(F)F)n1	i	-3.4	5.2	-0.1	0.7	-0.8	1.4	8.4	-4.4
Cn1cc(-c2ccccc2)cc(C#N)c1=O	i	-3.8	0.2	-0.2	10.4	-1.5	2.5	-4.1	-3.8
Cc1ccccc1OCC(=O)N/N=C/c1cn(C)c2ccccc12	i	-0.6	-9.9	-3.4	2.5	10.2	0.5	-11.9	6.0
CCCC(=O)NC(c1ccc(OC)c(OC)c1)c1c(O)ccc2ccccc12 (configuration not stated)	i	-1.0	-4.7	-1.1	-1.2	-2.5	0.1	-9.9	0.9
N#CC1=C(SCC(=O)Nc2cccc3cccnc23)NC(=O)C(C#N)C12CCCCC2 (configuration not stated)	i	-4.4	0.6	0.5	1.8	5.1	0.7	35.5	6.4
COc1ccccc1NC(=O)Nc1sccc1-c1nc2ccccc2s1	i	-3.2	-33.3	-0.4	-4.8	21.2	0.4	-64.7	9.6
CC(=O)Nc1ccc(SC(C)C(=O)NC2CCCC2)cc1 (configuration not stated)	i	-2.6	-6.8	-1.5	5.8	-4.8	-0.5	11.6	-4.2
NCc1csc(NC(=O)Nc2cccc(Cl)c2)n1	i	-0.8	5.4	2.4	-0.2	-9.6	-0.7	-17.2	-1.8
CCCCn1ccnc1C(=O)c1ccc(S(=O)(=O)N(CCOC)CCOC)cc1	i	-3.2	1.3	-1.8	-5.8	-1.5	0.7	7.9	-0.2
CC(=O)Nc1ccc(S(=O)(=O)N=S(C)C)cc1	i	-9.7	2.7	-0.8	-3.3	-12.1	-0.6	-4.7	1.1
Cc1occc1C(=O)N(C)CC1CCCN(CCc2ccc(Cl)cc2)C1 (configuration not stated)	i	-5.0	-0.3	0.4	5.3	1.7	0.2	5.9	1.9
O=C(CN1C(=O)S/C(=C/c2ccncc2)C1=O)Nc1ccccc1	i	-3.7	-7.2	-5.9	0.4	0.6	0.7	35.7	4.5
CNC(=O)Cn1ncc2c(C)n(Cc3ccc(C)cc3)c(C)c2c1=O	i	3.4	-0.5	0.7	6.0	-5.5	0.6	-0.3	-3.3
CS(=O)(=O)N1CC2CCCN2c2ccc(C(F)(F)F)cc21 (configuration not stated)	i	2.7	-5.1	0.7	4.8	8.8	-1.3	3.7	-2.2
C[C@@H]1CN([C@@H](C)CO)C(=O)CCCn2nncc2CO[C@H]1CN(C)C(=O)Cc1ccccc1	i	-2.3	1.6	0.0	-0.7	-9.0	-0.6	-2.6	-4.3
O=C(CSCc1ccccc1)N1CCN(c2ccccc2)CC1	i	-3.4	4.2	0.7	1.9	-3.7	-0.6	21.3	-3.7
COc1cc(OC)c(NC(=S)NCc2ccc(F)cc2)cc1Cl	i	-2.7	2.0	5.1	4.9	15.8	0.9	-34.0	-1.7
COc1ccc(CNC(=O)[C@@H]2CC=C[C@@H]3CCN(Cc4ccccc4)C(=O)[C@@H]32)cc1	i	-2.2	-17.9	2.2	0.1	-1.2	1.2	-9.9	-1.0
CC(C)c1ccc(OCC(=O)NC(Cc2c[nH]c3ccccc23)C(=O)O)cc1 (configuration not stated)	i	-1.5	3.1	0.3	-1.3	1.4	0.6	-13.3	102.8
CCC(CC)c1nnc(NC(=O)CN2C(=O)C3C4C=CC(C4)C3C2=O)s1 (configuration not stated)	i	-2.9	7.1	-1.4	-0.5	-10.0	-0.3	-3.8	2.2
CCOc1ccc(CC(=O)NNC(=S)NC)cc1Br	i	-2.7	-0.2	-3.0	2.5	0.2	-0.5	-52.7	-1.6
Cc1nn(C)c(C)c1NS(=O)(=O)c1ccc(Cl)s1	i	0.2	-10.1	1.2	4.9	-2.5	0.3	4.7	-4.4
CCN(CC)c1nc2cc(OC)ccc2cc1C#N	i	-4.9	-1.7	-7.8	-104.3	-3.2	1.1	-8.9	13.4
COc1ccc(Cl)cc1-n1c(=S)sc2c(=O)[nH]c(SCC(=O)C(C)(C)C)nc21	i	-5.1	16.2	0.6	4.2	7.2	0.5	-0.8	-1.2
CCOC(=O)c1c[nH]c2ccc3ccccc3c2c1=O	i	1.3	1.7	-0.6	1.9	-3.1	-0.5	0.4	1.5
O=C(CSc1nnc(NC(=O)c2ccco2)s1)Nc1ccccc1Cl	i	-1.9	-10.4	1.7	1.0	-1.6	0.8	1.1	-2.3
COc1ccccc1CNC(=O)CCCc1nnc2n(C)c(=O)c3sccc3n12	i	-6.6	5.3	5.8	0.8	-3.6	-0.1	-6.0	-0.3
CC1CC(C)(C)Nc2ccc(N=O)cc21 (configuration not stated)	i	-1.6	2.0	-5.4	-27.3	-1.2	-0.7	2.4	1.7
CCc1nc2ccccc2c(=O)n1NCCc1ccccc1	i	-4.9	-5.7	-0.3	7.7	5.1	-0.5	11.9	-7.2
CCOc1[nH]n(-c2ccccc2)c(=O)c1C=Nc1ccc(C(=O)OC)cc1	i	-2.1	-10.6	1.4	4.0	-7.3	-1.4	10.4	-0.8
CN(C)C(=O)c1ccc(Cc2cn(C)c3ccccc23)nc1	i	-6.0	-0.5	1.9	0.5	-6.1	1.1	16.7	2.8
Cc1cccc(NC2=NC(C)(C)N=C(N)N2)c1	i	-4.2	-1.3	4.4	-11.3	-9.1	0.4	-5.3	7.3
Cc1ccc(S(=O)(=O)N(Cc2ccc(Cl)cc2)c2ccccc2C(=O)NCc2cccnc2)cc1	i	-1.6	10.3	3.2	-2.6	3.6	-0.3	-1.2	3.3

By substructure, the entries above containing an aryl thioether with sulfur outside any ring
SMILES	Rpn11 block	MsrA act	eLon inh	Rin1 Abl inh	MT1-MMP act inh	FAS-TE inh	MsrA inhibitor	MLLE-PAM2 inh	CSN inh
COc1cc(C=O)ccc1OCCSc1ccc(Cl)cc1	i	-2.1	3.5	2.5	-1.2	27.0	0.5	-2.6	4.9
CCOC(=O)N1CCN(C(=O)CSc2ccc3nnc(-c4ccccn4)n3n2)CC1	i	-2.0	1.0	-1.0	0.1	-1.7	-1.7	0.1	-0.8
O=C(CCSc1nc(-c2ccccc2)c(-c2ccccc2)o1)N1CCCCC1	i	-1.6	-3.1	3.5	3.5	22.7	0.2	-45.1	-2.5
O=C(CSc1ncccn1)Nc1ccccc1	i	-1.1	-2.3	0.6	4.1	-4.0	-0.3	-26.8	-6.5
CCN(CC)CCCNC(=O)CSc1nc(-c2cccs2)cc(C(F)(F)F)n1	i	-3.4	5.2	-0.1	0.7	-0.8	1.4	8.4	-4.4
CC(=O)Nc1ccc(SC(C)C(=O)NC2CCCC2)cc1 (configuration not stated)	i	-2.6	-6.8	-1.5	5.8	-4.8	-0.5	11.6	-4.2
COc1ccc(Cl)cc1-n1c(=S)sc2c(=O)[nH]c(SCC(=O)C(C)(C)C)nc21	i	-5.1	16.2	0.6	4.2	7.2	0.5	-0.8	-1.2
O=C(CSc1nnc(NC(=O)c2ccco2)s1)Nc1ccccc1Cl	i	-1.9	-10.4	1.7	1.0	-1.6	0.8	1.1	-2.3

Bioassay records from PubChem.
